Assay outcomes from PubChem.
PABP1 MLLE inh – inhibitors of microRNA-mediated deadenylation, human PABP1 MLLE binding; GST-MLLE / FITC-PAM2 fluorescence polarization; inhibition, % at 20 µM; 0.36% of 360,000 active; AID 588489; in the data active = inhibition above about 35%, passing the limit was not always enough;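 note: plate controls were DMSO wells with GST-MLLE for no effect and wells lacking GST-MLLE protein for full effect; some results filed as inactive read as strong as hits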
Tb MetRS inh – blocks T. brucei methionyl-tRNA synthetase activity; inhibition, % at 11.9 µM; AID 624268; 0.4% of 360,000 active; purified T. brucei MetRS, ATP depletion, Kinase-Glo luminescence;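 active = inhibition above a per-plate cutoff of the control wells' mean inhibition plus 3 SD, cut at about 5.5% in these data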;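 note: 0% = DMSO wells median and 100% = median of wells with control inhibitor compound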
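System: purified T. brucei MetRS enzyme / Detection: Kinase-Glo luciferase luminescence reporting remaining unconsumed ATP / Medium: HEPES buffer with MgCl2, KCl, DTT, spermine, BSA, pyrophosphatase / Replication: singlicate, one well per compound / Evaluation: percent inhibition relative to median high and low control wells / Schedule: 2 h aminoacylation at 25 °C after 15 min preincubation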
FAS-TE inh – inhibitors of human fatty acid synthase thioesterase domain; P49327; recombinant FAS-TE, OMFH fluorogenic substrate, fluorescence endpoint; inhibition, % at 15 µM; 0.67% of 360,000 active; AID 602261;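 active = compounds whose normalised, plate-corrected inhibition of enzyme fluorescence in the single-dose primary screen is 50% or more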;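 note: 0% = DMSO with enzyme and 100% = substrate without enzyme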
E coli Lon inh – inhibitors of E. coli Lon protease | P0A9M0 | purified E. coli Lon protease, fluorescence polarization | inhibition, % at 7.94 µM | 0.42% of 360,000 active; in the data active = inhibition above about 13%, passing the limit was not always enough;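 note: 0% = enzyme with probe and DMSO and 100% = no enzyme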
Target sequence (P0A9M0 whole entry, looked up): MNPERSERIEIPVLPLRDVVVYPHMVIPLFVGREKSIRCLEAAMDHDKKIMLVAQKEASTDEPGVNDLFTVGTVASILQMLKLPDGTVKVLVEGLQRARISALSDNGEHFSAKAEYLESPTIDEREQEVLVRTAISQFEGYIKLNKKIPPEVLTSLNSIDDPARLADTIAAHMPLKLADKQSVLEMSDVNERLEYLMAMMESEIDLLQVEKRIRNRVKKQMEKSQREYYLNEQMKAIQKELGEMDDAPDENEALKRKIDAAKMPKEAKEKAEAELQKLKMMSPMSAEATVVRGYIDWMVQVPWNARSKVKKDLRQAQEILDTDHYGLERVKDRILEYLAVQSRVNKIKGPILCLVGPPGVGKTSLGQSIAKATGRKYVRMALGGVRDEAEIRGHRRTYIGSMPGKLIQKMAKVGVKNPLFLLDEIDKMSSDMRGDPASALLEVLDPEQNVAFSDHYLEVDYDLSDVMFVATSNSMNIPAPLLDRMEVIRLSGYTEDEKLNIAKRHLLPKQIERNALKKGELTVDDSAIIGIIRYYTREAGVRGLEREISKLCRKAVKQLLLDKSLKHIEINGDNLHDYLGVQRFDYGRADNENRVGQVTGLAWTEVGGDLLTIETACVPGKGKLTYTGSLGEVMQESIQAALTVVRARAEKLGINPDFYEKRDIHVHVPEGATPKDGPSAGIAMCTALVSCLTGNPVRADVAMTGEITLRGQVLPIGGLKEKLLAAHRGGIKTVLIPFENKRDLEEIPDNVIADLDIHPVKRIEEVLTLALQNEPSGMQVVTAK
Neddyl block – inhibitors of human cullin neddylation. P61081+Q13564. TR-FRET cullin neddylation, biochemical. calls only at 25 µM. 0.58% of 360,000 active; in the data active = inhibition above about 36%
MsrA inh – inhibits bovine methionine sulfoxide reductase A. 0.75% of 360,000 active. purified bovine MsrA, absorbance read-out. inhibition, % at 15.5 µM; in the data active = inhibition above about 4.5%;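 note: 0% = vehicle wells with enzyme and 100% = reference inhibitor wells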
bovine MsrA act – activators of bovine methionine sulfoxide reductase A; purified bovine MsrA, absorbance read-out; activation, % at 10.6 µM; 0.3% of 360,000 active; AID 602163; in the data active = activation above about 7.5%;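 note: 0% = vehicle and 100% = reference activator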
CSN deneddyl inh – CSN deneddylation inhibition. Q92905. Purified CSN, SCF-Nedd8-OG deneddylation, fluorescence polarization. inhibition, % at 12.5 µM. 0.38% of 360,000 active;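 active = pattern-corrected inhibition above about 35%, with an unprinted fluorescence ratio check between 0.5 and 1.5, limit read from the data, passing the limit was not always enough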;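 note: 0% = enzyme with substrate and 100% = substrate without enzyme; some results filed as inactive read as strong as hits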
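test system = HEK293T-derived human Csn5 enzyme | amount = 0.24 nM Csn5 enzyme, final concentration | medium = Tris/NaCl/DTT buffer, pH 7.5 | schedule = 90 min reaction at room temperature | signal = FP | evaluation = inhibition of Csn5 cleavage, % | compound dosing = single dose of 12.5 µM compound with 0.25% DMSO | probe or stimulus = 10 nM SCFSkp2-Nedd8OG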
Rin1-Abl PPI inh – blocks binding of human Rin1 to Abl. TR-FRET Rin1/Abl binding, biochemical. 0.4% of 360,000 active. inhibition, % at 7.35 µM; in the data active = inhibition above about 5%, passing the limit was not always enough
Numbers without * were called inactive; i = inactive; x = no result given.

Under each structure – Neddyl block, Rin1-Abl PPI inh, bovine MsrA act, FAS-TE inh, CSN deneddyl inh, PABP1 MLLE inh, MsrA inh, Tb MetRS inh, E coli Lon inh
#1 O=C(Nc1nnc(-c2cccs2)o1)c1cccc(F)c1
  i, -5, -3, 1, 5, 0, 2.3, 0.1, 6
#2 O=C(Cc1ccccc1)Nn1c(O)c(/C=C2\C=Nc3ccccc32)sc1=S
  i, -2, -3, -20, 9, -152, 0.5, 1.9, -252
#3 CC(C)n1cnnc1SCC(=O)Nc1ccc(Br)cc1F
  i, 2, 1, -4, -6, -12, -0.6, -0.1, -15
#4 COc1ccccc1CC(=O)N(CCC1=CCCCC1)c1c(N)n(Cc2ccccc2)c(=O)[nH]c1=O
  i, 2, -2, 0, 2, -11, -0.4, 0.1, 0
#5 COc1cccc(CNC23CC4CC(CC(C4)C2)C3)c1OCc1ccccc1
  i, -2, -6, -4, 5, -8, -1.6, -0.8, -7
#6 C=CCn1c(=O)c2c(nc3n2CC(C)CN3c2cccc(OC)c2)n(C)c1=O (stereo not drawn)
  i, 1, 3, 0, 4, -8, 1.0, -0.2, -9
#7 O=c1[nH]c(C2CCN(S(=O)(=O)c3ccccc3)CC2)nc2c1nnn2Cc1ccccc1
  i, 0, -1, 10, 0, 5, 0.3, 0.1, -6
#8 COc1ccc(CNC(=O)CC2C[C@H](C(=O)N3CCOCC3)[C@@]3(C)c4[nH]c5ccccc5c4CCN3C2=O)cc1OC (stereo partly drawn)
  i, 1, -2, -9, -1, -2, -1.4, -0.4, -3
#9 O=C(NCCS(=O)(=O)c1ccc(Br)cc1)c1ccc(Cl)cc1Cl
  i, 4, -4, 7, 7, -8, 0.5, 0.0, 6
#10 CC(NC(=O)COc1ccc(/C=N/NC(=O)C(=O)Nc2ccccc2Br)cc1)c1ccccc1 (stereo not drawn)
  i, -1, 2, 20, 7, 19, 0.8, -0.4, 0
#11 O=C(Cc1cccs1)N/N=C/C(Br)=C/c1ccccc1
  i, 0, -6, 3, 3, -9, 1.2, -0.6, -14
#12 Cc1ccc2nc(C)cc(C(=O)OCC(=O)c3ccc(Cl)c([N+](=O)[O-])c3)c2c1
  i, -1, -3, 35, 1, -5, -0.5, -0.4, -4
#13 C=CCSc1nnc(-c2cccnc2)o1
  i, -2, -5, -6, 2, 0, -1.1, -0.5, 0
#14 COc1ccc([C@H]2N[C@]3(CCCN(Cc4ccc(C(F)(F)F)cc4)C3=O)[C@H]3C(=O)N(Cc4ccccc4)C(=O)[C@@H]23)cc1
  i, 0, -4, 22, 4, -1, 0.8, -1.1, 1
#15 CCNS(=O)(=O)c1ccc(CCC(=O)Nc2ccccc2)cc1
  i, 0, -1, -6, 4, 5, 0.0, -0.2, 2
#16 CCC(=O)Nc1nonc1-c1nc2ccccc2n1Cc1ccccc1
  i, 1, -10, 12, -2, -8, -1.3, -1.8, -8
#17 COC(=O)CSc1nc2ccc(C)cc2[nH]1
  i, 1, -10, -8, 0, -110, -0.6, -0.9, -10
#18 CCCCCn1c(=O)[nH]c2cc(C(=O)NC3CCN(Cc4ccccc4)CC3)ccc2c1=O
  i, 0, -10, -5, 2, -8, 0.8, -1.7, -3
#19 COc1ccc(N2CCN(CCCNC(=O)c3ccc(CS(=O)(=O)c4ccc(OC)cc4)o3)CC2)cc1
  i, 0, -5, -6, 1, -5, -0.6, -0.4, 2
#20 CC(=O)N1CCN(C(=O)CNC(=O)c2cccs2)CC1
  i, 3, -5, -7, -6, 7, -1.1, 0.0, -1
#21 CC(=O)NC(c1cccs1)c1cc(Cl)c2ccccc2c1O (stereo not drawn)
  x, -1, -1, 6, -2, 9, 1.9, 0.6, -8
#22 CCCCc1c(C)nc2c(OC)cccc2c1SCC(=O)O
  i, -1, -4, -2, 2, -10, 0.6, -0.3, 6
#23 O=C1NCCOC(=O)[C@H](Cc2ccc(F)cc2)CC/C=C/C[C@H]1CC(=O)N(CCO)Cc1ccccc1
  i, 2, -6, -7, -6, -1, 0.1, -0.3, 7
#24 COc1ccc(NC(=O)CCc2nnc3ccc(N4CCN(c5cccc(OC)c5)CC4)nn23)cc1
  i, -4, -1, 0, -1, -4, -0.6, -0.3, -6
#25 CCCSc1nnc(C(C)C)n1N
  i, 0, -3, -5, -2, -9, 0.5, -1.1, -6
#26 OC(c1nc2ccccc2[nH]1)C(O)c1nc2ccccc2[nH]1 (stereo not drawn)
  i, 0, 0, -4, 3, -16, 0.9, 0.0, 9
#27 CC(C)Oc1ccc(C(=O)Nc2ccc(N3CCN(C(=O)c4ccco4)CC3)cc2)cc1
  i, -1, -9, -3, 4, 1, -0.8, -1.2, -5
#28 Cc1nnc(SCC(=O)Nn2cnnc2)s1
  i, 6, 0, 0, 3, -5, 1.5, -0.2, -3
#29 Cc1ccc(C(=O)OCC(=O)Nc2c(C)n(C)n(-c3ccccc3)c2=O)cc1[N+](=O)[O-]
  i, -1, -2, 7, 5, 2, 0.7, -0.1, -2
#30 CCN(CC(=O)Nc1ccc(NC(C)=O)cc1)C(=O)c1ccc2c(c1)S(=O)(=O)N=C1CCCCCN12
  i, 4, -1, -6, -1, -86, 0.6, -0.1, -1
#31 Cn1c(Cn2c(=O)sc3ccccc32)nnc1SCC(=O)N1CCOCC1
  i, 0, 0, -2, 0, -10, 0.4, -0.9, 4
#32 COC(=O)[C@]1(C)N[C@H](CN(C)S(=O)(=O)c2ccc(-c3ccccc3)cc2)[C@@H]2C(=O)N(C)C(=O)[C@@H]21
  i, -5, -2, -3, 1, -4, 0.1, 0.3, 4
#33 CN(CC(=O)Nc1ccc(F)cc1)C(=O)COc1ccc([N+](=O)[O-])cc1Cl
  i, -2, -3, 49, 1, -3, 1.3, 2.5, 7
#34 Cc1sc2c(c1C)c(=O)n(-c1ccccc1)c(=O)n2CC(=O)NCC1CCCO1 (stereo not drawn)
  i, 3, -2, -4, -2, 8, 1.1, 0.1, -7
#35 C/C(=N\NC(=S)Nc1cccc(C)c1)c1ccccc1
  i, -1, -4, 19, 4, 40*, 0.5, 0.7, 3
#36 Cc1oc(-c2ccccc2F)nc1CS(=O)(=O)CC(=O)NCCCN1CCN(C)CC1
  i, -1, 0, -5, 1, -1, 0.9, 0.1, -7
#37 CN(C)c1ccc(N2C(=NC(=O)CCc3ccccc3)SC3CS(=O)(=O)CC32)cc1 (stereo not drawn)
  i, 1, -9, 11, 2, -19, -1.2, -0.5, -7
#38 NCCNC[C@@H]1COC2(CCCCCCCCCCC2)O1
  i, -1, -7, -6, -4, 17, -0.6, -0.9, 5
#39 COc1cc(OC)cc(-c2c(-c3cccs3)c3cc(-c4cccc5[nH]ccc45)ccc3n2C)c1
  i, 2, -5, 41, 3, -21, 1.3, -0.2, -30
#40 Cc1cc2c(c(=O)n1Cc1ccccn1)C(c1ccc3c(c1)OCO3)C(C#N)=C(N)O2 (stereo not drawn)
  i, 2, 2, 8, 5, 9, -0.1, 14*, 10
#41 NS(=O)(=O)c1ccc(-c2ccc(/C=C3\SC(=S)N(C4CCS(=O)(=O)C4)C3=O)o2)cc1 (stereo not drawn)
  i, -1, -4, -28, 70*, -117, 2.0, 0.2, -208
#42 C=CCn1c(SC2CCOC2=O)nc2sc(CC)cc2c1=O (stereo not drawn)
  i, 1, -3, -4, 9, -3, 1.8, -0.6, -10
#43 COc1ccc(-c2cnc3c(NC(C)=O)cc(-c4cccc(NS(C)(=O)=O)c4)cn23)cc1OC
  i, 0, -1, 2, -1, -14, -0.2, -0.1, -11
#44 Cc1nn(CCS(=O)(=O)c2ccc(Cl)cc2)c(C)c1Br
  i, 2, 5, -4, -2, -9, 0.1, 0.1, 1
#45 CCOC(=O)c1cc(-c2ccc(C)cc2)n(CCC(=O)NC(C)CC)c1C (stereo not drawn)
  i, 0, -1, 4, 0, 1, 1.2, -0.4, 9
#46 COc1cc(OC)c(N(C)S(=O)(=O)c2cccc(C(=O)NC3=NCCS3)c2)cc1Cl
  i, 0, -5, 7, 3, 6, 0.2, 0.1, 1
#47 CN(C)Cc1csc(NC(=O)Nc2ccccc2-c2ccccc2)n1
  i, 1, -4, -12, -2, 0, 1.0, -0.4, -15
#48 CCC/S(CC1CC1(Cl)Cl)=N\S(=O)(=O)c1ccc(C)cc1 (stereo not drawn)
  i, 1, -9, -7, -11, -10, -1.0, -0.8, -4
#49 CC(C)c1ccccc1NC(=O)CCc1nc2ccccc2s1
  i, 0, -3, -8, -17, 16, -0.6, 0.7, -3
#50 CCOC(=O)c1c(S(=O)(=O)N2CCC(C)CC2)c(C)n(C)c1C
  i, -3, -3, -4, 2, -1, -1.0, -0.2, 2
#51 FC(F)(F)c1cc(Oc2ccc(Cl)cc2)ncc1-c1nnc(-c2ccc(Cl)cc2)o1
  i, -3, -1, 34, 0, 10, -1.3, -0.5, -2
#52 COc1ccccc1-c1cc(NC(C)=O)c2ncc(-c3cccc(C(C)=O)c3)n2c1
  i, -1, 0, 15, 6, -14, -0.1, -0.1, -4
#53 Cc1ccc(Cn2c(-n3nc(C)cc3C)nc3c2c(=O)[nH]c(=O)n3C)cc1
  i, -1, -1, -4, 2, -4, -0.6, -0.7, 1
#54 COc1cc(NC(=O)Nc2ccc3c(c2)OCO3)cc(OC)c1OC
  i, -2, -5, -1, 3, -5, -1.0, -0.9, -2
#55 CCC(C)NC(=O)CSc1c2c(nc3ccccc13)CCCC2 (stereo not drawn)
  i, -3, -2, -5, 1, 12, -0.5, -0.3, 3
#56 Cc1ccc(S(=O)(=O)Cn2nnnc2C(c2ccccc2)N2CCN(c3ccccc3)CC2)cc1 (stereo not drawn)
  i, -1, -1, 57*, -2, -10, 1.3, -0.7, 5
#57 COc1cc(N)c(Cl)cc1C(=O)OCC(=O)c1cccs1
  i, 3, -2, -4, 0, -3, 3.3, -1.0, -2
#58 CCN(Cc1nc2cc(Cl)ccc2c(=O)[nH]1)C(=O)c1cc2c(s1)CCCCC2
  i, 1, -2, 17, 3, -10, 0.3, 0.1, -8
#59 CCc1nnc(NC(=O)CCC(=O)NC2CCCC2)s1
  i, -1, -2, -6, -3, -3, -0.8, 0.1, 2
